# H1N1 NS1A inhibition – H1N1 influenza NS1A inhibitors, functional cell based assay (AID 504329); NS1A functional cell-based assay, percent inhibition; higher % means a stronger effect; one-dose inhibition, % at 12.5 µM; IC50 in µM for titrated hits; 0.3% of 340,000 active; in the data active = a potency from the dose series; inconclusive = inhibition above about 27% without an active follow-up result; note: strong numbers were not always called active
# tuberculosis growth – growth inhibition of non-replicating M. tuberculosis (AID 488890) | Mycobacterium tuberculosis non-replicating, growth inhibition; higher % means a stronger effect | one-dose inhibition, % at 25 µM; IC50 in µM for titrated hits | 0.39% of 320,000 active; in the data active = a potency from the dose series; inconclusive = inhibition mostly from about 82% at the one dose, without a potency; inactive = the rest, 99 in 100 with inhibition below about 76%;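 note: plate controls were DMSO cells for no effect and high antibiotic wells for full effect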
# PhoP GFP inhibition – PhoP regulon inhibitors, Salmonella typhi PhoP promoter GFP reporter, confirmatory (AID 1850). one-dose inhibition, % at 50 µM; IC50 in µM for titrated hits. Salmonella Typhi PhoP-promoter GFP reporter, fluorescence, 4 h; higher % means a stronger effect. 0.33% of 310,000 active; in the data active = a potency from the dose series; inconclusive = inhibition mostly from about 25% at the one dose, without a potency; inactive = the rest, 99 in 100 with inhibition below about 19%;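 note: 0% = induced wells with vehicle and 100% = uninduced wells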
# VEEV TC-83 Vero – inhibitors of VEEV TC-83 cytopathic effect, confirmation, Vero cells (AID 588727) | 0.13% of 350,000 active | Vero cells, VEEV TC-83 cytopathic effect inhibition; higher % means a stronger effect | one-dose inhibition, % at 20 µM; IC50 in µM for titrated hits; in the data active = a potency from the dose series; inconclusive = inhibition mostly from about 14% at the one dose, without a potency; inactive = the rest, 99 in 100 with inhibition below about 12%; note: strong numbers were not always called active
# M. tuberculosis HTS – M. tuberculosis growth inhibition, HTS (AID 449762); one-dose inhibition, % at 25 µM; IC50 in µM for titrated hits; M. tuberculosis H37Rv growth inhibition, 7H9 media; higher % means a stronger effect; 0.59% of 330,000 active; in the data active = a potency from the dose series; inconclusive = inhibition above about 70% without an active follow-up result;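 note: bacterial growth assessed after seven days of incubation; strong numbers were not always called active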
# VEEV TC-83 Vero 10K pilot screen – further read-out of VEEV TC-83 Vero, marked with its call; inhibition, %; measured here: 10K pilot screen inhibition
# An asterisk follows results filed as active; i = inactive; ? = inconclusive; / = not tested or not shown.
SMILES,H1N1 NS1A inhibition,tuberculosis growth,PhoP GFP inhibition,VEEV TC-83 Vero,M. tuberculosis HTS,others
O=C(Cn1c(=O)n(CCCC(=O)NC2CCCC2)c(=O)c2ccccc21)NCCC1=CCCCC1,-4%,-4%,5%,0.7%,8%,
O=C(c1ccc2c(c1)OCO2)C1CCCN(C(=O)NCc2ccccc2)C1 (stereo unspecified),-11%,18%,0%,0.4%,-2%,VEEV TC-83 Vero 10K pilot screen=0.9
Cc1ccc(NC2CCCN(C(=O)c3cn4cccc(C)c4n3)C2)cc1C (stereo unspecified),0%,3%,-1%,4.8%,-5%,
CCCSc1nnc(NC(=O)c2nc(SC)ncc2Cl)s1,-8%,80%,0%,1.1%,10%,
COc1ccc(NC(=O)C2CCN(c3ncnc4c3nc3n4CCCCC3)CC2)c(OC)c1,11%,11%,4%,1.3%,3%,
CCO[C@H]1OC(C(=O)N2CCCCCCC2)=C[C@@H](c2ccccc2)[C@@H]1CCCO,0%,-26%,8%,0.3%,1%,
COc1ccc(/C=C2\SC(=Nc3ccccc3OC)NC2=O)cc1,0%,63%,10%,7.9%,9%,
CN(CCCC1CCCC1)C(=O)CCc1nnc(-c2ccccc2)o1,-8%,66%,0%,0.5%,7.3µM*,
C=CCN(C(=O)CNS(=O)(=O)c1ccccc1)C(C(=O)NCCOC)c1cccnc1 (stereo unspecified),9%,-20%,14%,1.1%,-6%,
COc1ccc(CC(=O)N(CCC2=CCCCC2)c2c(N)n(Cc3ccccc3)c(=O)[nH]c2=O)cc1OC,-3%,7%,7%,12%,7%,
S=C(Nc1cccc(Cl)c1)N1CCN(c2ccccn2)CC1,-2%,34%,-8%,1.4%,-6%,
Cc1ccnc(NC(=O)CCCOc2cc(=O)n(C)c3ccccc23)c1,-6%,-1%,-2%,i,6%,
CCOCCCNC(=O)CC1Oc2ccc(C)cc2NC1=O (stereo unspecified),-5%,-2%,-6%,0.8%,1%,
O=C(CSc1ncccn1)n1c2c(c3ccccc31)CCCC2,-1%,13%,0%,1.4%,-7%,
CCOc1ccccc1-n1nnnc1SCC(=O)O,-5%,-7%,6%,0.4%,-5%,
Cc1ccccc1C(=O)c1cccn1CC(=O)NCCC1=CCCCC1,-4%,8%,27%,1.4%,-9%,
CCOC(=O)C1(CCOc2ccccc2)CCN(Cc2ccc(-n3cccn3)cc2)CC1,16%,58%,0%,i,?,
COc1ccc(S(=O)(=O)Nc2cccc3c2O[C@H](CN(C)S(=O)(=O)c2cccs2)[C@@H](C)CN([C@H](C)CO)C3=O)cc1,5%,29%,/,4.0%,-5%,
COc1ccc(CCNC(=O)C2CCCN(c3ncnc4c3nc3n4CCCCC3)C2)c(OC)c1 (stereo unspecified),4%,25%,-5%,6.5%,3%,
COCCCNC(=S)Nc1ccc(C)cc1[N+](=O)[O-],3%,47%,6%,1.3%,-1%,
CCOc1ccccc1CN1CCN(C2CCSCC2)CC1CCO (stereo unspecified),2%,-4%,-8%,i,-5%,
Cc1ccc(-c2nn(Cc3ccccc3)cc2/C=C/C(=O)O)cc1,-9%,21%,-3%,2.0%,16%,
CC(=O)c1ccccc1NC(=O)C1CCCN(C(=O)c2ccc(Cl)cc2)C1 (stereo unspecified),-3%,11%,/,7.9%,3%,
Cc1ccccc1-c1nnnn1C1CCS(=O)(=O)C1 (stereo unspecified),-10%,0%,-13%,i,-2%,
O=C(NC(=O)c1ccccc1F)OCc1ccc(Cl)cc1Cl,0%,46%,6%,0.6%,-13%,
# (cont.)
SMILES,H1N1 NS1A inhibition,tuberculosis growth,PhoP GFP inhibition,VEEV TC-83 Vero,M. tuberculosis HTS,others
O=C(c1ccc(Cl)cc1)c1cnc(Nc2ccccc2Cl)s1,-11%,-1%,3%,i,-12%,
Cc1ccc(NC(=O)c2cnccn2)nc1,-2%,-1%,-10%,2.4%,4%,
COc1ccc(NC(=O)c2sc3ncn(CC(=O)N4CCCCC4)c(=O)c3c2C)cc1OC,8%,2%,2%,2.3%,-8%,
COC(=O)c1sc(S(=O)(=O)N2CCN(c3ccccc3F)CC2)c(C(=O)OC)c1C,-13%,2%,/,i,-5%,
CN(C)c1ccc(CN(Cc2ccco2)C(=O)c2ccco2)cc1,3%,8%,-2%,i,8%,
O=C(NCc1ccccc1)c1ccc(S(=O)(=O)N2CCCc3ccccc32)cc1,0%,22%,9%,i,-8%,
O=C(Nc1nc2c(s1)CCCC2)c1cccnc1,-10%,6%,-7%,0.6%,1%,
O=C(Cc1ccc(Br)cc1)NCCc1ccc(F)cc1,0%,53%,-9%,i,2%,
CC1CN(Cc2cc(=O)n3ccsc3n2)CC(C)O1 (stereo unspecified),2%,-7%,-1%,i,-8%,
COc1cc(/C(C)=N/NC(=S)NC(C)C)cc(OC)c1OC,2%,-37%,-8%,2.8%,18%,
COCCn1c(C)cc(C(=O)COC(=O)C2CC(=O)N(CCc3ccc(OC)c(OC)c3)C2)c1C (stereo unspecified),3%,5%,9%,0.9%,13%,
COc1cc(-c2nnc3sc(Cc4ccc(Cl)cc4)nn23)cc(OC)c1OC,4%,18%,6%,8.7%,6%,
CCn1c(SCC(=O)Nc2ccc(N3CCOCC3)cc2)nnc1-c1ccc(OC)cc1,2%,1%,-5%,1.4%,-11%,
NCCOc1ccc(C23CC4CC(CC(C4)C2)C3)cc1,1%,i,/,2.5%,?,
CCC(=O)NCc1ccc2[nH]c(C)cc2c1,-4%,2%,9%,0.9%,4%,
O=C(CSc1ccccc1F)NCC1(N2CCCCC2)CCCCC1,-8%,28%,/,1.3%,-6%,
O=S(=O)(c1ccccc1)N1CCN(S(=O)(=O)c2ccccc2)C1,3%,0%,4%,2.5%,-7%,
O=C(Nc1ccccc1)N(CCN1CCOCC1)Cc1ccccc1F,-15%,-18%,-1%,0.6%,0%,
Cc1nn(-c2ccccc2)c(C)c1C(=O)OCC(=O)N(C)c1ccccc1,-7%,18%,/,3.7%,1%,
CCCC[C@@H]1CNC(=O)C(=O)N1CCc1cccc2ccccc12,/,8%,-17%,/,-1%,
COC(=O)c1ccc(COc2cc([N+](=O)[O-])cc3cccnc23)cc1,/,2%,0%,/,4%,
COc1cccc(NC(=O)CN(C)CC(=O)Nc2ccc(Br)cc2)c1,4%,?,-4%,i,63%,
CCCOP(=O)(c1ccc(N(C)C)cc1)C(O)c1cc(OC)ccc1OC (stereo unspecified),-22%,2%,2%,i,3%,
O=[N+]([O-])c1ccc(N2CCSCC2)cc1,3%,-7%,0%,1.0%,-6%,
CC(C)CC(=O)NCCCCc1ccccc1,7%,67%,-2%,1.1%,3%,

# No new results follow: entries from further up.
SMILES,H1N1 NS1A inhibition,tuberculosis growth,PhoP GFP inhibition,VEEV TC-83 Vero,M. tuberculosis HTS,others
O=C(c1ccc(Cl)cc1)c1cnc(Nc2ccccc2Cl)s1,-11%,-1%,3%,i,-12%,
Cc1ccc(NC(=O)c2cnccn2)nc1,-2%,-1%,-10%,2.4%,4%,

# (list continues)
SMILES,H1N1 NS1A inhibition,tuberculosis growth,PhoP GFP inhibition,VEEV TC-83 Vero,M. tuberculosis HTS,others
O=C(c1ccccc1S(=O)(=O)NCC(O)COc1ccc([N+](=O)[O-])cc1)N1CCCCC1 (stereo unspecified),-11%,5%,-5%,1.5%,1%,
O=C(Nc1ccccc1N1CCCC1)C1CCN(S(=O)(=O)c2ccc(F)cc2)CC1,-14%,20%,7%,1.7%,5%,
O=S(=O)(c1ccc(Cl)nc1)N1CCc2ccccc21,-12%,0%,6%,i,7%,
COC(=O)Cn1c(=O)c(=O)n(CC(=O)OC)c2ccccc21,-11%,3%,-4%,0.5%,-8%,
Cc1cccc(-c2nc3cc(NC(=O)C4CCCO4)ccc3o2)c1 (stereo unspecified),-10%,-11%,-2%,1.6%,-7%,
COc1cc(NC(=O)CCc2c(C)nn(-c3ccc(N4CCOCC4)nn3)c2C)cc(OC)c1OC,-2%,-6%,-3%,1.8%,0%,
COc1ccc(CN2CCC(N3CC(C)OC(C)C3)CC2)c(OC)c1OC (stereo unspecified),-26%,30%,2%,i,6%,
Cc1cc(C)nc(N=Nc2c(O)n(Cc3ccc(Cl)cc3)c3ccccc23)n1,0%,14%,-5%,6.2%,-1%,
CCc1ccc(NC(=O)C(=O)NNC(=O)c2cccc(OC)c2)cc1,-7%,1.1µM*,0%,0.8%,?,
C/C(=N/Nc1nc(-c2ccccc2F)nc2ccccc12)c1ccccc1O,0%,?,-18%,9.9%,52%,
O=C(COC(=O)c1ccccc1)c1ccc2c(c1)OCCO2,-3%,/,/,?,/,
O=S(=O)(NCCc1ccncc1)c1cc(Br)ccc1F,22%,-8%,7%,1.1%,-8%,
CCN(CC)S(=O)(=O)c1ccc(-c2nnc(SCC(=O)N3c4ccccc4CC3C)n2CC)cc1 (stereo unspecified),0%,28%,0%,0.4%,-10%,
COC(=O)c1cc[n+](CC(=O)c2ccccc2)cc1,-15%,-12%,16%,1.9%,0%,
O=C(COC(=O)C1(c2cccc(F)c2)CCCC1)NCc1cccs1,-5%,35%,-4%,i,5%,
COc1ccc(/C=N/NC(=O)Cc2n[nH]c(=O)[nH]c2=O)cc1,-25%,-1%,-3%,0.3%,2%,
CC(C)NC(=O)CSc1nnc(-c2ccc(F)cc2)c2ccccc12,4%,41%,13%,3.5%,6%,
O=C1C=C(C2OC(CO)C(O)C2O)C(=O)N1 (stereo unspecified),-2%,/,/,i,/,
O=C1NC(c2cc3ccccc3nc2Cl)Nc2ccccc21 (stereo unspecified),12%,-9%,-7%,3.4%,3%,
Cc1ccc(C(=O)OCC(=O)NCCc2ccccc2)cc1C,-17%,44%,/,2.2%,-2%,
CC(=O)C(C)n1cnc2scc(-c3ccc(C)cc3)c2c1=O (stereo unspecified),-13%,-3%,-4%,0.3%,-4%,
Cc1cc(CN2C(=O)c3ccccc3C2=O)cc(N2CCOCC2)c1,-2%,-11%,0%,3.7%,-1%,
C#CCOCCOCCOCCNc1nc(N2CCN(C(=O)C([C@@H](C)CC)n3cc(C(N)Cc4ccc(O)cc4)nn3)CC2)nc(N2CCN(C(=O)[C@H](CCC(=O)O)n3cc(C(N)CC(C)C)nn3)CC2)n1 (stereo partly specified),-11%,-32%,14%,0.8%,2%,
O=C(Oc1ccc2ccc(=O)oc2c1)c1ccccc1,-6%,58%,1%,0.2%,48%,
CCCCCN(C(=O)CCC(=O)OCCOc1ccccc1)c1c(N)n(CCCC)c(=O)[nH]c1=O,6%,/,-2%,i,4%,

# 7 structures from above, arranged by formula weight, rising.
SMILES,H1N1 NS1A inhibition,tuberculosis growth,PhoP GFP inhibition,VEEV TC-83 Vero,M. tuberculosis HTS,others
O=S(=O)(c1ccc(Cl)nc1)N1CCc2ccccc21,-12%,0%,6%,i,7%,
COC(=O)Cn1c(=O)c(=O)n(CC(=O)OC)c2ccccc21,-11%,3%,-4%,0.5%,-8%,
O=C1NC(c2cc3ccccc3nc2Cl)Nc2ccccc21 (stereo unspecified),12%,-9%,-7%,3.4%,3%,
Cc1cc(CN2C(=O)c3ccccc3C2=O)cc(N2CCOCC2)c1,-2%,-11%,0%,3.7%,-1%,
CC(C)NC(=O)CSc1nnc(-c2ccc(F)cc2)c2ccccc12,4%,41%,13%,3.5%,6%,
C/C(=N/Nc1nc(-c2ccccc2F)nc2ccccc12)c1ccccc1O,0%,?,-18%,9.9%,52%,
O=C(c1ccccc1S(=O)(=O)NCC(O)COc1ccc([N+](=O)[O-])cc1)N1CCCCC1 (stereo unspecified),-11%,5%,-5%,1.5%,1%,

# The listing continues.
SMILES,H1N1 NS1A inhibition,tuberculosis growth,PhoP GFP inhibition,VEEV TC-83 Vero,M. tuberculosis HTS,others
CCc1ccc2[nH]c(O)c(N=NC3=NC(=O)CS3)c2c1,0%,61%,8%,i,2%,
COCCn1nnnc1C(c1ccccc1)N1CCN(Cc2ccc3c(c2)OCO3)CC1 (stereo unspecified),-10%,4%,-12%,0.6%,5%,
Cc1ccc(C(=O)OC(C)C(=O)Nc2ccc(S(N)(=O)=O)cc2)cc1S(=O)(=O)N1CCOCC1 (stereo unspecified),-2%,1%,6%,1.1%,-6%,
O=C(CSc1ncn[nH]1)NC1CC2CCC1C2 (stereo unspecified),3%,-3%,1%,0.8%,4%,
CC(O)c1nc2ccccc2n1CC(=O)N1CCN(c2ccccc2)CC1 (stereo unspecified),-2%,21%,-14%,0.4%,-8%,
COC(=O)c1ccccc1NCC(=O)c1ccc(OC)cc1,-5%,32%,-18%,2.1%,6%,
Cc1nn(Cc2ccccc2)c(C)c1C(=O)NCCN1C(=O)S/C(=C\c2ccccc2)C1=O,-11%,-18%,-8%,2.6%,5%,
COc1ccccc1Oc1ccc(S(=O)(=O)N2CCN(C)CC2)cc1,1%,13%,1%,0.4%,7%,
CCn1c(N2CCN(C(=O)c3ccco3)CC2)nc2ccccc21,-27%,1%,0%,0.7%,-2%,
